m5-HT2A agonist – activates the mouse 5-HT2A serotonin receptor | P35363 | CHO-K1 mHTR2A beta-arrestin complementation, luminescence; percent of 30 µM serotonin response | activation, % at 7.6 µM | 360,000 compounds, 0.66% hits | AID 624169;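 active = activation above a run cutoff, the mean activation of all tested compounds plus 3 SD, cut at about 14% in these data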;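 note: 0% = plate median of compound wells and 100% = 30 µM serotonin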
MC4R antagonist – antagonists of human melanocortin 4 receptor (MC4R); P32245; MC4R-expressing cells, MTII-stimulated cAMP, LANCE TR-FRET; inhibition, % at 6.5 µM; 360,000 compounds, 0.48% hits;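 active = inhibition above its plate's cutoff, the mean of tested wells on that plate plus 3 SD, cut at about 29% in these data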;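 note: 0% = Melanotan II alone and 100% = Melanotan II plus saturating MCL0020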
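Material: human MC4R-expressing U2OS cells. Probe or stimulus: Melanotan II challenge. Dosing: 6.5 µM single dose. Times: 30-min compound, 1-h challenge, 1-h detection, room temperature. Technique: TR-FRET with Eu-cAMP and labeled anti-cAMP, 671 nm. Replication: singlicate.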
Exocytosis inh – blocks lytic granule exocytosis. TALL-104 LAMP-1 surface exposure, flow cytometry; cells stimulated with thapsigargin and PMA. 360,000 compounds, 0.66% hits. inhibition, % at 10 µM;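 active = inhibition above about 55%, limit read from the data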
CaV13 FRET inh – Disruptors of the CACNA1D IQ motif to Ca2+-dependent inactivation inhibitor domain association, primary screening, Förster resonance energy transfer in intact living … | inhibition, % at 12.3 µM | 340,000 compounds, 0.098% hits | HEK cells, CFP/YFP FRET ICDI-IQ, plate reader, 10 min; percent FRET-ratio fall versus neutral wells;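 active = mean replicate inhibition of at least 30% and at least 1% of replicates passing that level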;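 note: 0% = median of the neutral control wells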
H9c2 protect – protects H9c2 cardiomyocytes from peroxide injury; H2O2 injury protection, ATPLite, 2 h; protection from H2O2 cell death, % at 20 µM; 360,000 compounds, 0.63% hits; AID 588492;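 active = compounds giving at least 50% protection of heart cells from peroxide-induced death in the single-dose screen, raw or plate-pattern-corrected value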;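 note: 0% = DMSO wells with peroxide and 100% = DMSO wells without peroxide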
Glyco luc inh – blocks N-linked glycosylation in D54 reporter cells | D54 ERlucT glycosylation luciferase reporter, 24 h; percent of 100 nM tunicamycin response | reporter increase, % at 12.5 µM | 360,000 compounds, 0.23% hits | AID 588692;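 active = mean luciferase reporter signal, scaled so untreated is 0 and the glycosylation-blocking control 100, at or above a set limit in every replicate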;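 note: luciferase carries N-glycosylation sites so blocking glycosylation raises the light; 0% = median of neutral control wells and 100% = median of 100 nM tunicamycin wells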
ABHD5-PLIN5 inh – blocks binding of human ABHD5 to perilipin-5; Q00G26+Q8WTS1; Split G. princeps luciferase complementation, luminescence, 4 h; inhibition, % at 4 µM; 360,000 compounds, 0.78% hits; AID 602281;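 active = inhibition above the mean inhibition across every tested compound plus 3 SD, cut at about 22% in these data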;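 note: 0% = DMSO only wells and the 100% control is not disclosed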
PDI inh – blocks human protein disulfide isomerase activity | P07237 | PDI insulin aggregation turbidity, A650, 90 min | inhibition, % at 10 µM | 350,000 compounds, 0.052% hits | AID 588391;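 active = mean inhibition across replicates of 30% or more, whatever share of single replicates reach that level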;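 note: absorbance from insulin aggregation driven by PDI reduction with DTT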
ABCB6 inh MLPCN – blocks the human ABCB6 transporter. Q9NP58. K562-ABCB6 porphyrin accumulation, flow cytometry, 1 h; active compounds read low. fluorescence ratio to DMSO, % at 10 µM. 360,000 compounds, 0.19% hits;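 active = fluorescence ratio to DMSO below 75%, the collection mean minus 3 SD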;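 note: signal is porphyrin accumulated inside mitochondria; 100% equals median channel fluorescence of DMSO control wells; lower ratio means ABCB6 inhibition with less porphyrin fluorescence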
Target sequence (Q9NP58 whole entry, looked up): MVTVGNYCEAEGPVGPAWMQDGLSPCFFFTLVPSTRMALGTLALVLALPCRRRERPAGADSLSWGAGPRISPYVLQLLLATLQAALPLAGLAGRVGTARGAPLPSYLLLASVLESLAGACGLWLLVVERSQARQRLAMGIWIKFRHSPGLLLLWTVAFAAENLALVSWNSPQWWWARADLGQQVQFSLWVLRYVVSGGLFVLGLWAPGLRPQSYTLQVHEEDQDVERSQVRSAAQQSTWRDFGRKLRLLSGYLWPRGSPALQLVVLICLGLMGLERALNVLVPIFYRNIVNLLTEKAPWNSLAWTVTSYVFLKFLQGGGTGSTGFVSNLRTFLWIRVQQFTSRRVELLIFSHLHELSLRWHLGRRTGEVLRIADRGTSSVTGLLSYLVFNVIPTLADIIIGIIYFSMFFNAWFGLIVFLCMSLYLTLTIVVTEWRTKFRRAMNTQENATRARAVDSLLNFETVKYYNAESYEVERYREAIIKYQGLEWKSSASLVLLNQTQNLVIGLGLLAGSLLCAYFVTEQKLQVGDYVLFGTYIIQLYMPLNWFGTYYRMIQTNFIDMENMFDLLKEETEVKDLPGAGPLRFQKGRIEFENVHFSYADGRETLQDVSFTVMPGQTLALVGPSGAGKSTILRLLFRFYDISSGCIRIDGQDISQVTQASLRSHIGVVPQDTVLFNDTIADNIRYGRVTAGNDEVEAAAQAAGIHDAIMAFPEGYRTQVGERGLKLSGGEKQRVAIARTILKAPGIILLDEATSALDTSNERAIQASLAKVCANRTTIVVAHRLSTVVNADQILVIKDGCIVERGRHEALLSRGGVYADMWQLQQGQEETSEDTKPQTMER
MC4R ag barr – activates human MC4R beta-arrestin recruitment | 360,000 compounds, 0.98% hits | activation, % at 8.9 µM | U2OS MC4R beta-arrestin complementation, luminescence; percent of melanotan II response, DMSO zero | AID 540308 | P32245;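 active = activation above a per-plate cutoff, the mean activation of sample wells on that plate plus 3 SD, cut at about 8% in these data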
Numbers without * were called inactive.

CCN(CC)S(=O)(=O)c1ccc(NC(=O)COC(=O)c2ccc(NC(=O)CC#N)cc2)cc1 was read as m5-HT2A agonist -2, MC4R antagonist 1, Exocytosis inh 4, CaV13 FRET inh -3, H9c2 protect -8, Glyco luc inh 3, ABHD5-PLIN5 inh 0, PDI inh 10, ABCB6 inh MLPCN 91 and MC4R ag barr -0.5.
For C/C(=N\S(=O)(=O)c1ccc(C)cc1)N1CCN(S(=O)(=O)c2ccccc2)C1C(C)C (configuration not stated) the results were m5-HT2A agonist 1, MC4R antagonist 14, Exocytosis inh -4, CaV13 FRET inh -8, H9c2 protect -2, Glyco luc inh -3, ABHD5-PLIN5 inh -5, PDI inh 3, ABCB6 inh MLPCN 107 and MC4R ag barr 0.8.
For CCCOc1ccc(CNC(=S)Nc2ccccc2)cc1Cl the results were m5-HT2A agonist -2, MC4R antagonist -4, Exocytosis inh 4, CaV13 FRET inh -18, H9c2 protect -17, Glyco luc inh -2, ABHD5-PLIN5 inh -14, PDI inh 0, ABCB6 inh MLPCN 100 and MC4R ag barr 4.6.
Screening Cc1cc(C)n2nc(SCC(N)=O)nc2n1 returned m5-HT2A agonist 1, MC4R antagonist -4, Exocytosis inh -2, CaV13 FRET inh -3, H9c2 protect 2, Glyco luc inh 2, ABHD5-PLIN5 inh -5, PDI inh -1, ABCB6 inh MLPCN 103 and MC4R ag barr -0.3.
For CC[C@]12c3[nH]c4ccc(OC)cc4c3CCN1C(=O)C(CC(=O)NC/C=C(\C)CCC=C(C)C)C[C@@H]2C(=O)N1CCN(C(=O)C2CC2)CC1 (some centres not stated) the results were m5-HT2A agonist 1, MC4R antagonist -2, Exocytosis inh 1, CaV13 FRET inh -3, H9c2 protect -2, Glyco luc inh -2, ABHD5-PLIN5 inh 1, PDI inh -7, ABCB6 inh MLPCN 96 and MC4R ag barr 0.3.
Screening CCn1c(C)nc2cc(C(=O)NNS(=O)(=O)c3ccccc3F)ccc21 returned m5-HT2A agonist 6, MC4R antagonist 10, Exocytosis inh -2, H9c2 protect 9, Glyco luc inh 0, ABHD5-PLIN5 inh 0, PDI inh 4, ABCB6 inh MLPCN 107 and MC4R ag barr -1.5.
For CCOC(=O)c1ccccc1OC(=O)NNc1ccccc1 the results were m5-HT2A agonist 0, MC4R antagonist 8, Exocytosis inh -37, CaV13 FRET inh -6, H9c2 protect -6, Glyco luc inh 3, ABHD5-PLIN5 inh 7, PDI inh -11, ABCB6 inh MLPCN 104 and MC4R ag barr -2.4.
COc1ccc(OC)c(C(=O)COC(=O)c2ccc([N+](=O)[O-])o2)c1 was read as m5-HT2A agonist 3, MC4R antagonist -3, Exocytosis inh 7, CaV13 FRET inh -2, H9c2 protect 54*, Glyco luc inh -2, ABHD5-PLIN5 inh -1, PDI inh -10, ABCB6 inh MLPCN 90 and MC4R ag barr -2.4.
`O=C(C1CCN(c2ccc(N3CCOCC3)nn2)CC1)N1CCc2ccccc2C1` gave m5-HT2A agonist -1, MC4R antagonist 6, Exocytosis inh -2, CaV13 FRET inh -7, H9c2 protect 1, Glyco luc inh 2, ABHD5-PLIN5 inh 2, PDI inh 5, ABCB6 inh MLPCN 104 and MC4R ag barr -2.9.
`Cc1ccc(C(=O)OCC(=O)NCc2ccco2)cc1C` gave m5-HT2A agonist 0, MC4R antagonist -2, Exocytosis inh -2, CaV13 FRET inh -5, H9c2 protect -7, Glyco luc inh 1, ABHD5-PLIN5 inh 7, PDI inh -2, ABCB6 inh MLPCN 93 and MC4R ag barr -0.5.
For CCCn1c(N)c(C(=O)CN(C)CC(=O)Nc2cc(C)ccc2C)c(=O)[nH]c1=O the results were m5-HT2A agonist 6, MC4R antagonist 11, Exocytosis inh -3, CaV13 FRET inh -16, H9c2 protect 3, Glyco luc inh 1, ABHD5-PLIN5 inh 2, PDI inh -3, ABCB6 inh MLPCN 93 and MC4R ag barr -1.0.
Screening CCOc1ccc(C(=O)NN2CCOCC2)cc1 returned m5-HT2A agonist 8, MC4R antagonist 3, Exocytosis inh 0, CaV13 FRET inh -2, H9c2 protect 6, Glyco luc inh 1, ABHD5-PLIN5 inh 7, PDI inh -9, ABCB6 inh MLPCN 103 and MC4R ag barr 0.9.
For O=C1CCC(C(=O)N2CCCC(C(=O)c3ccc4c5c(cccc35)CC4)C2)=NN1 (configuration not stated) the results were m5-HT2A agonist 0, MC4R antagonist 28, Exocytosis inh 0, CaV13 FRET inh 10, H9c2 protect 5, Glyco luc inh 4, ABHD5-PLIN5 inh 1, PDI inh 2, ABCB6 inh MLPCN 98 and MC4R ag barr -1.1.
CCOC(=O)CNC(=O)Nc1cccc(Cl)c1C was read as m5-HT2A agonist 1, MC4R antagonist 3, Exocytosis inh 1, CaV13 FRET inh -4, H9c2 protect 2, Glyco luc inh 2, ABHD5-PLIN5 inh -5, PDI inh -1, ABCB6 inh MLPCN 92 and MC4R ag barr -1.4.
For Cc1ccccc1NS(=O)(=O)c1cc(C(=O)N2CCCC2)ccc1Cl the results were m5-HT2A agonist 2, MC4R antagonist 1, Exocytosis inh -8, CaV13 FRET inh -2, H9c2 protect 3, Glyco luc inh 0, ABHD5-PLIN5 inh 3, PDI inh -3, ABCB6 inh MLPCN 97 and MC4R ag barr -0.5.
`Cc1cccc(NC(=S)NC(=O)c2ccc(Br)o2)c1` gave m5-HT2A agonist -1, MC4R antagonist -1, Exocytosis inh 0, CaV13 FRET inh -9, H9c2 protect -5, Glyco luc inh 2, ABHD5-PLIN5 inh -1, PDI inh 5, ABCB6 inh MLPCN 96 and MC4R ag barr -1.0.
`Cc1nn(C)cc1CN(C)S(=O)(=O)c1cccc([N+](=O)[O-])c1` gave m5-HT2A agonist 5, MC4R antagonist 9, Exocytosis inh 0, CaV13 FRET inh 8, H9c2 protect -6, Glyco luc inh 1, ABHD5-PLIN5 inh 3, PDI inh -1, ABCB6 inh MLPCN 92 and MC4R ag barr 3.8.
Screening CCN(CC)C(=O)C(=O)c1cccn1-c1ccc(C#N)cc1 returned m5-HT2A agonist 6, MC4R antagonist 7, Exocytosis inh -3, CaV13 FRET inh -4, H9c2 protect 6, Glyco luc inh 1, ABHD5-PLIN5 inh -3, PDI inh 2, ABCB6 inh MLPCN 100 and MC4R ag barr 0.2.
`CCN(CC)CCOc1ccccc1C(C)=O` gave m5-HT2A agonist 5, MC4R antagonist 1, Exocytosis inh 3, CaV13 FRET inh -6, H9c2 protect 8, Glyco luc inh 1, ABHD5-PLIN5 inh 1, PDI inh 13, ABCB6 inh MLPCN 101 and MC4R ag barr 0.3.
Screening COC(=O)c1cc(-c2ccccc2)n(CC(=O)O)c1C returned m5-HT2A agonist 2, MC4R antagonist 1, Exocytosis inh 0, CaV13 FRET inh -2, H9c2 protect 0, Glyco luc inh 2, ABHD5-PLIN5 inh -1, PDI inh -11, ABCB6 inh MLPCN 97 and MC4R ag barr -0.8.
CCOC(=O)CSc1ncc(-c2ccc([N+](=O)[O-])cc2)[nH]1 was read as m5-HT2A agonist -3, MC4R antagonist 4, Exocytosis inh 10, CaV13 FRET inh -6, H9c2 protect -2, Glyco luc inh 2, ABHD5-PLIN5 inh -5, PDI inh -2, ABCB6 inh MLPCN 98 and MC4R ag barr -1.3.
`O=S1(=O)CCOC[C@H](c2ccccc2)N1Cc1ccccc1` gave m5-HT2A agonist 4, MC4R antagonist 2, Exocytosis inh 5, CaV13 FRET inh -3, H9c2 protect -5, Glyco luc inh -3, ABHD5-PLIN5 inh 2, PDI inh 7, ABCB6 inh MLPCN 99 and MC4R ag barr -0.1.
Screening CCc1cccc(CC)c1NC(=O)CN1C2CCCC1CC(NC(=O)Nc1cccc(OC)c1)C2 (configuration not stated) returned m5-HT2A agonist 1, MC4R antagonist 0, Exocytosis inh -2, CaV13 FRET inh -2, H9c2 protect -3, Glyco luc inh 39*, ABHD5-PLIN5 inh 1, PDI inh 3, ABCB6 inh MLPCN 105 and MC4R ag barr -1.3.
For CC(C)CC(N)c1csc(Nc2ccc(C(=O)NCCO)cc2)n1 (configuration not stated) the results were m5-HT2A agonist 3, MC4R antagonist 7, Exocytosis inh -3, CaV13 FRET inh -4, H9c2 protect -7, Glyco luc inh 1, ABHD5-PLIN5 inh -9, PDI inh 6, ABCB6 inh MLPCN 102 and MC4R ag barr 0.3.
Screening Cc1ccc(NC(=S)N(CCN(C)C)C(C)c2cccnc2)c(C)c1 (configuration not stated) returned m5-HT2A agonist -1, MC4R antagonist 0, Exocytosis inh -3, CaV13 FRET inh -3, H9c2 protect -6, Glyco luc inh 3, ABHD5-PLIN5 inh 0, PDI inh -1, ABCB6 inh MLPCN 95 and MC4R ag barr -1.1.
For C=CCNCCOCCOc1ccccc1-c1ccccc1 the results were m5-HT2A agonist 1, MC4R antagonist -4, Exocytosis inh -1, CaV13 FRET inh 28, H9c2 protect -4, Glyco luc inh -6, ABHD5-PLIN5 inh 4, PDI inh -14, ABCB6 inh MLPCN 103 and MC4R ag barr -0.9.
CC(C)NC(=O)COC(=O)c1ccc(Oc2ccccc2)cc1 was read as m5-HT2A agonist -4, MC4R antagonist 8, Exocytosis inh 2, CaV13 FRET inh 0, H9c2 protect -22, Glyco luc inh 1, ABHD5-PLIN5 inh -3, PDI inh 0, ABCB6 inh MLPCN 87 and MC4R ag barr -1.5.
`O=C(NCCC1=CCCCC1)c1c(O)nc2ccccn2c1=O` gave m5-HT2A agonist 3, MC4R antagonist 5, Exocytosis inh 1, CaV13 FRET inh -7, H9c2 protect -5, Glyco luc inh -2, ABHD5-PLIN5 inh 4, PDI inh 2, ABCB6 inh MLPCN 96 and MC4R ag barr 0.1.
`COc1ccc(-c2csc(C(NC(C)=O)c3ccccc3)n2)cn1` (configuration not stated) gave m5-HT2A agonist 4, MC4R antagonist 6, Exocytosis inh -1, CaV13 FRET inh -4, H9c2 protect -5, Glyco luc inh 0, ABHD5-PLIN5 inh 2, PDI inh 11, ABCB6 inh MLPCN 95 and MC4R ag barr -1.5.
Screening Cc1c(/C=N/NC(=O)CNc2ccccc2)c2ccccn2c1C(=O)c1ccc(Cl)cc1 returned m5-HT2A agonist -3, MC4R antagonist -1, Exocytosis inh 1, CaV13 FRET inh -4, H9c2 protect 23, Glyco luc inh -2, ABHD5-PLIN5 inh 1, PDI inh -15, ABCB6 inh MLPCN 101 and MC4R ag barr 1.6.
Screening COc1ccc(C)cc1N(CC(=O)NC1CCCC1)C(=O)CCC(=O)Nc1nc(C)cs1 returned m5-HT2A agonist 0, MC4R antagonist 9, Exocytosis inh 0, CaV13 FRET inh -2, H9c2 protect -1, Glyco luc inh 0, ABHD5-PLIN5 inh 3, PDI inh 1, ABCB6 inh MLPCN 95 and MC4R ag barr 0.4.
